Screening results deposited in PubChem by National Center for Advancing Translational Sciences (NCATS).
AmpC detergent = inhibitors of E. coli AmpC beta-lactamase with detergent. P00811. AmpC hydrolysis of nitrocefin, absorbance 480 nm, 0.01% Triton. 0.041% of 370,000 active. Potency, µM (doses to about 114 µM), without a hit: at the highest dose activity change, negative = inhibition, actives largely listed as inhibitors;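 also: potency is read from the fitted curve at half-maximal effect; 0% = no-compound wells and -100% = no-enzyme wells; nearly all actives have a fitted effect of over 25% in size; some results filed as inactive show a strong effect at the top dose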
Target sequence (P00811 whole entry, looked up): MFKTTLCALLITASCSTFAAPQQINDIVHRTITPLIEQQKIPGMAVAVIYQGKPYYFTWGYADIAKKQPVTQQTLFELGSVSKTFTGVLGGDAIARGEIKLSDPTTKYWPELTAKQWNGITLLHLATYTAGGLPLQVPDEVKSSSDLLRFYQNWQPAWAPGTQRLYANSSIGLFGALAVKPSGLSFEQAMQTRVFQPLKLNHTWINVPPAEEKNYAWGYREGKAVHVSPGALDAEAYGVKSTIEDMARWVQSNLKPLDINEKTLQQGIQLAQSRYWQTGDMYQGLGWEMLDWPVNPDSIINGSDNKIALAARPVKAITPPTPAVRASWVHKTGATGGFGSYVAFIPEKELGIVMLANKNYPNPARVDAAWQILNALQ
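AmpC (5.3 nM in the dispensed reagent) in 20 mM phosphate pH 7.0 with 0.01% (detergent screen) or 0.0001% Triton X-100 was preincubated with compounds for 15 min at room temperature. Nitrocefin was then added from an 800 uM solution, and hydrolysis was followed at 480 nm.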
HCMV antiviral = human cytomegalovirus inhibition; HFF cells, HCMV-luciferase reporter, 72 h; hits give low values; activity change, negative = inhibition, % at 57.5 µM; 4.5% of 410,000 active; AID 1259415; in the data active = activity change below about -60%; inconclusive = no clear call, values can overlap the other calls; inactive = above about -39%
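Steps: HFFs plated, 16 h 37C; compounds added; HCMV-luciferase added to MOI 1 PFU/cell; 72 h 37C; OneGlo reagent, 5 min room temperature; luminescence read, normalized to controls.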
AMA1-RON2 inh = AMA1-RON2 (P. falciparum) interaction inhibition. Potency, µM (highest dose often 58.2 µM), inactives show at the top dose activity change, negative = inhibition, actives largely listed as inhibitors. 0.2% of 360,000 active. AlphaScreen AMA1-biotinylated RON2 peptide binding;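 also: potency is read from the fitted curve at half-maximal effect; 0% = vehicle wells and -100% = peptide control; nearly all actives have a fitted effect of over 45% in size; some results filed as inactive show a strong effect at the top dose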
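AMA1 (3D7) with his tag at 25 nM final met compounds first, then biotinylated RON2 peptide at 25 nM; detection used donor plus acceptor beads, 10 µg/mL apiece, read by AlphaScreen after 30 min at room temperature.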
LmPK inhibitor = inhibitors of Leishmania mexicana pyruvate kinase | Q27686 | purified LmPK, Kinase-Glo ATP luminescence, 1 h | Potency, µM (highest dose often 57.5 µM), without a hit: at the highest dose activity change, negative = inhibition, actives largely listed as inhibitors | 0.37% of 290,000 active; also: potency is read from the fitted curve at half-maximal effect
Target sequence (Q27686 whole entry, looked up): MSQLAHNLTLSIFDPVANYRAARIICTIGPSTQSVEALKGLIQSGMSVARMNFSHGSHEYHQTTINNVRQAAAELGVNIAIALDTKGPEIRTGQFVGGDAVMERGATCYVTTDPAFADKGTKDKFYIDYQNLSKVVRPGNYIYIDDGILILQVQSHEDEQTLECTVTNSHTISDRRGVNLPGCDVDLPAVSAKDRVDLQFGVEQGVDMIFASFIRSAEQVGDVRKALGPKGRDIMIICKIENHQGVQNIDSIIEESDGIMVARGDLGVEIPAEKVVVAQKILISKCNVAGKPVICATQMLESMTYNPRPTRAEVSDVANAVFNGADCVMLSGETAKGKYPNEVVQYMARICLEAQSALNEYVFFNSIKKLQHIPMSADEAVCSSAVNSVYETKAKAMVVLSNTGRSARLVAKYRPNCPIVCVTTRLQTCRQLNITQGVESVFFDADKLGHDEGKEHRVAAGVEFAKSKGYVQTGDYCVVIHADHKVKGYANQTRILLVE
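In 50 mM imidazole pH 7.2 with 7 mM MgCl2, LmPK (0.1 nM) turned over PEP (0.5 mM) and ADP (0.1 mM) for 1 h at room temperature. Luciferase read-out of ATP.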
Sm TGR inh = blocks Schistosoma mansoni thioredoxin glutathione reductase. 3% of 360,000 active. Q962Y6. AID 485364. purified TGR, DTNB reduction, TNB absorbance 405 nm. Potency, µM (series often up to 114 µM), without a hit: at the highest dose activity change, negative = inhibition, usual class: inhibitors; also: potency is read from the fitted curve at half-maximal effect; nearly all actives have a fitted effect of over 60% in size
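TGR 20 nM + NADPH 100 uM (dispensed conc.), cpd preinc 15 min RT; start with NADPH (500 uM addition) then DTNB (15 mM addition). Kinetic TNB absorbance, 405 nm filter. Four-parameter Hill fit across titration.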
AmpC inh no detg = AmpC beta-lactamase inhibition without detergent | AID 485341 | Potency, µM (top dose mostly 57.1 µM), inactives show top-dose activity change, negative = inhibition, most hits filed as inhibitors | 0.52% of 330,000 active | P00811 | AmpC nitrocefin hydrolysis, absorbance 480 nm, 0.0001% Triton;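 also: potency is read from the fitted curve at half-maximal effect; plate controls were no compound for no effect and no enzyme for full effect; nearly all actives have a fitted effect of over 20% in size; some results filed as inactive show a strong effect at the top dose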
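20 mM phosphate pH 7.0 + 0.01% (detergent screen) or 0.0001% Triton X-100; 5.3 nM AmpC reagent; cpd preinc 15 min RT; nitrocefin (800 uM stock) to start; A480 q20 s × 4 min; Activity was normalised to no-enzyme and no-compound control wells.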
TbPYK inhibitor = blocks Trypanosoma brucei pyruvate kinase; 0.12% of 410,000 active; TbPYK enzyme, Kinase-Glo Plus ATP luminescence, 45 min; Potency, µM (titrated, usually from 76.8 µM), for inactives: top-dose activity, negative = inhibition, most hits filed as inhibitors; Q57TT1; also: potency is read from the fitted curve at half-maximal effect; nearly all actives have a fitted effect of over 50% in size
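Luminescence from Kinase-Glo Plus, added after a 45-minute room-temperature reaction, served as the end-point read-out. The enzyme and substrate were preincubated with compound before ADP (130 uM final) initiated turnover. Concentration-effect curves came from normalized qHTS data.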
The depositor's hits bear a star; ? = inconclusive; . = no result given; & = joins results of further samples; [ ] = remark or other dose. Unless noted, calls follow the shape of the dose curve; as a rule, active = well fitted curve in the direction sought with a large enough effect; inconclusive = small, poorly fitted or top-dose-only effect, or another doubt; inactive = no such curve, though single readings can be large; an effect the other way counts as inactive or inconclusive. Unless noted, % is scaled to controls: 0 for no effect and ±100 for the full control effect.

The line under a structure holds: AMA1-RON2 inh | AmpC inh no detg | HCMV antiviral | TbPYK inhibitor | LmPK inhibitor | Sm TGR inh | AmpC detergent
CCCC[C@@H]1C=C(C(=O)O)[C@H](c2ccc(Cl)c(Cl)c2)N1S(=O)(=O)c1ccc(C)cc1
    0% | -14% | -5 | 5% | . | . | .
CN1C(=O)C(C)(C)c2cc(S(=O)(=O)N3CCCC(C(=O)NCc4ccccc4Cl)C3)ccc21 (stereo not given)
    -2% | 108%[activator] | -7 | -1% | 4% | -19% | -9%
CCOc1ccc(NC(=O)CSc2nccn2C)cc1
    -19% | -15% | 18 | -3% | -3% | 2% | ?
Brc1ccccc1-c1nnc(CSc2nnc3sc4ccccc4n23)o1
    11% | -14% | 12 | -8% | -2% | -1% | ?
CC(=O)C1=C(O)C(=O)N(Cc2ccco2)C1c1ccccc1F (stereo not given)
    10% | 5% | -8 | 7% | 8% | ? | 3%
COC(=O)C1=C(C(=O)OC)[C@@H]2N(C)c3ccc(OC)cc3[C@@]23C[C@@H](C(=O)OC)N(C(=O)c2ccc(Br)cc2)C3=N1
    ? | 118%[activator] | 4 | -4% | -1%[11.5 µM] | 1% | 1%
CC(=O)Nc1ccc(NC(=O)CN(C)S(=O)(=O)c2ccc3c(c2)CCCC(=O)N3)cc1
    . | . | 19 | -2% | . | -1% | -7%
COc1cccc(-c2c(-c3cc(OC)cc(OC)c3)n(C)c3ccc(Br)cc23)c1
    -12% | -16% | -2 | -2% | . | -1% | 3%
Cc1ccc(S(=O)(=O)NC(=O)C2(C)CCN2C(=O)CC2CCCCC2)nc1 (stereo not given)
    104%[activator] | . | -29 | 7% | . | . | .
O=C(CSc1nc2ccccc2n1CC(=O)NCc1ccccc1)NCc1ccco1
    3% | -32% | -28 | -7% | 4% | 0% | ?
CN(Cc1c(F)cccc1Cl)C(=O)CNC(=O)c1cccs1
    1% | 3% | 68 | -1% | 0% | 4% | 13%
C[C@H](CO)N1C[C@H](C)[C@H](CN(C)Cc2cncnc2)Oc2ncc(C#CC3(O)CCCC3)cc2C1=O
    -1% | . | 4 | 1% | . | . | .
N#Cc1ccc(OCC(=O)Nc2ccccc2NS(=O)(=O)c2cccs2)cc1
    -9% | -46% | -23 | 4% | 9% | -9% | ?
CC(=O)Nc1ccc2oc(-c3ccccc3)nc2c1
    4% | 5% | 77 | -1% | -3% | 0% | ?
O=C(Nc1ccc(OC(F)(F)F)cc1)c1ccc2nccnc2c1
    15% | 25% | ? | -3% | -1% | 20% | ?
COc1ccccc1NC(=O)CC(C)n1nc(C)cc1C (stereo not given)
    . | . | -2 | 0% | . | 3% | 27%
Oc1c(N=NC(=S)Nc2ccccc2F)c2ccccc2n1Cc1ccc(F)cc1
    17% | -53% | 24 | -9% | -1% | 0% | -5%
Cc1sc2c(c1C)C(c1ccc(C(C)(C)C)cc1)=NCC(=O)N2CC(=O)Nc1nccs1
    30% | 0% | 4 | 5% | 1% | -18% | -11%
Cc1cc(C)cc(NC(=S)N2CCC(c3nc4ccccc4s3)CC2)c1
    21% | -5% | -85* | 2% | 3% | 15% | 3%
CCOC(=O)COc1ccc(/C=C2/SC(=Nc3ccccc3)N(Cc3cccnc3)C2=O)cc1OC
    -3% | 9% | -37 | -2% | 4% | 4% | -3%
O=C(Nc1cccc(S(=O)(=O)Nc2ccc(Cl)cc2)c1)c1ccccn1
    ? | -32% | 0 | 3% | . | 2% | 9%
O=C1SC(SCc2ccccc2Cl)=N/C1=C\c1ccc(C(=O)O)cc1
    19% | -33% | 8 | 2% | 1% | -11% | -2%
O=C(Nc1cccc(F)c1)c1cccc2c1C(=O)N(C1CCCCC1)C2
    -4% | -18% | -27&-8 | -1%&5% | 1% | -3%&-1% | 2%&-4%
CC(=O)N/C(=N/c1nc(C)cc(C)n1)Nc1ccc(C)cc1C
    10% | -12% | -20 | -1% | 7% | 7% | -6%
COc1ccc([N+](=O)[O-])c(S(=O)(=O)c2ccc(Cl)cc2)n1
    -12% | -46% | -100* | 6% | 0% | ? | -15%
Cc1ccc(S(=O)(=O)c2nnn3c2nc(NCc2ccc(F)cc2)c2sccc23)cc1
    . | . | 36 | -6% | . | -3% | -3%
O=C(COC(=O)c1cccs1)Nc1ccccc1Cl
    -14% | -10% | ? | -3% | -9% | 13% | -2%
CC(C)(C)n1cnnc1Sc1ccc([N+](=O)[O-])cn1
    38%[activator] | -14% | ? | 0% | 2% | -25% | -12%
O=C(NNC(=O)C(c1ccccc1)c1ccccc1)c1ccccn1
    75%[activator] | -24% | -97* | 7% | -1% | 2% | -1%
Cc1ccc(NC(=O)/C(=C/c2ccncc2)NC(=O)c2ccccc2)cc1
    9% | -25% | 8 | -3% | 7% | 8% | -2%
O=C(CN1CCN(Cc2ccccc2)CC1)Nc1cccc(Cl)c1
    -4% | 69%[activator] | 8 | -5% | -3% | 0% | -8%
CCc1nc(C)cn1S(=O)(=O)c1cc(Br)c(C)cc1OC
    4% | 154%[activator] | 8 | 1% | 6% | -4% | -4%
CCN(C[C@H]1N[C@@](Cc2ccccc2)(C(=O)OC)[C@H]2C(=O)N(Cc3ccccc3)C(=O)[C@@H]12)S(=O)(=O)c1ccc(OC(F)(F)F)cc1
    -2% | -13% | 20 | -1% | . | . | .
Cc1ccc(N2CC(C(=O)OCc3ccccc3)CC2=O)cc1 (stereo not given)
    -1% | -8% | 12 | 0% | 6% | -6%[11.4 µM] | -6%
CCn1cc(-c2nnnn2-c2ccc(Cl)cc2)c(=O)c2ccccc21
    7% | -4% | 36 | -2% | 2% | 0% | ?
O=C(NCCc1ccc(F)cc1)C(=O)NCC(c1cccs1)S(=O)(=O)c1cccs1 (stereo not given)
    . | . | 0 | 2% | . | ? | 0%
COc1ccc(C)c2sc(=NC(=O)c3ccc(C(C)=O)cc3)n(C)c12
    12% | -3% | -5 | -14% | -29% | 5% | 2%
CC(C)C(=O)NNC(=O)c1c(O)c2ccccc2[nH]c1=O
    18% | -13% | ? | -1% | -1% | -13% | -1%
CCC(CC)NC(=O)C1CCN(c2ccc(S(=O)(=O)N3CCOCC3)cc2[N+](=O)[O-])CC1
    -2% | 35% | -8 | 4% | . | -15% | 7%
COc1ccc(NC(=O)CC2C(=O)OCC3CCCCN32)cc1Cl (stereo not given)
    8% | -14% | ? | -4% | 3% | 5% | 2%

One compound at a time (already shown). Values in the order: AMA1-RON2 inh | AmpC inh no detg | HCMV antiviral | TbPYK inhibitor | LmPK inhibitor | Sm TGR inh | AmpC detergent
CCC(CC)NC(=O)C1CCN(c2ccc(S(=O)(=O)N3CCOCC3)cc2[N+](=O)[O-])CC1 as listed: -2% | 35% | -8 | 4% | . | -15% | 7%
O=C(CN1CCN(Cc2ccccc2)CC1)Nc1cccc(Cl)c1 as listed: -4% | 69%[activator] | 8 | -5% | -3% | 0% | -8%
CC(C)C(=O)NNC(=O)c1c(O)c2ccccc2[nH]c1=O as listed: 18% | -13% | ? | -1% | -1% | -13% | -1%

Carrying on.
The line under a structure holds: AMA1-RON2 inh | AmpC inh no detg | HCMV antiviral | TbPYK inhibitor | LmPK inhibitor | Sm TGR inh | AmpC detergent
CSc1ncc(Cl)c(C(=O)NCc2ccc(C)cc2)n1
    . | . | -17 | 0% | . | 7% | 15%
CCC(=O)Nc1ccc(NC(=O)CSc2nc3c(c(=O)n(C)c(=O)n3C)n2CC)cc1
    7% | -9% | -8 | 6% | 0% | -30% | 3%
COc1cccc(N2CCN(CC(=O)NCc3ccccc3)CC2)c1
    1% | 33% | 7 | -4% | -6% | -24% | ?
CCOC(=O)COc1nc(C)cc(C(F)(F)F)c1C#N
    0% | -3% | -26 | 3% | -5% | 18% | -6%
COc1ccc(C(=O)N/N=C/c2cccnc2)cc1
    4% | -9% | 8 | -8% | -1% | 6% | -4%
O=C(OCC(=O)N1CCCCC1)c1ccc(OC(F)(F)F)cc1
    5% | 0% | 9 | -1% | . | . | .
O=C(c1cccc(C(F)(F)F)c1)N1CCN(c2cc(=O)[nH]nc2-c2ccccc2)CC1
    -8% | 130%[activator] | 2 | 3% | -2% | 5% | -3%
CCN(C[C@H]1N[C@@](C)(C(=O)OC)[C@H]2C(=O)N(Cc3ccccc3)C(=O)[C@@H]12)C(=O)Nc1ccccc1
    0% | 192%[activator] | -1 | 2% | . | . | .
OCC1OC(n2cnc3c(NC4CCCCC4)ncnc32)C(O)C1O (stereo not given)
    1% | -17% | 10 | -4% | 2% | -8% | -6%
COCCN(C(=O)Nc1ccccc1)C(C)c1cccnc1 (stereo not given)
    -7% | -14% | 101 | 5% | 7% | 10% | -11%

Single values from the entries so far:
COCCN(C(=O)Nc1ccccc1)C(C)c1cccnc1 (stereo not given) – HCMV antiviral = 101
O=C(c1cccc(C(F)(F)F)c1)N1CCN(c2cc(=O)[nH]nc2-c2ccccc2)CC1 – HCMV antiviral = 2

Remaining list, next part:
The line under a structure holds: AMA1-RON2 inh | AmpC inh no detg | HCMV antiviral | TbPYK inhibitor | LmPK inhibitor | Sm TGR inh | AmpC detergent
O=c1cc(C(F)(F)F)[nH]c2ccc(C(F)(F)F)cc12
    3% | -11% | -97* | 6% | -7% | 21% | 9%
Cc1cccc(N2CCN(C(=O)c3cc(S(=O)(=O)N4CCC(C)CC4)cn3C)CC2)c1C
    . | . | ? | -4% | . | 7% | -2%
CC(NC(=O)C1CCCN(S(=O)(=O)c2cccs2)C1)c1ccccc1 (stereo not given)
    26% | 3.2µM* | 31 | 0% | 9% | 2% | -3%
CCOC(=O)COc1cccc2c(=O)n(CC(=O)N3CCC(C)CC3)ccc12
    0% | 1% | -35 | 13% | 3% | 4% | 3%
CCN(CC)CCN1C(=O)C(=O)/C(=C(/O)c2ccc(F)cc2)C1c1ccncc1 (stereo not given)
    -3%[2.32 µM] | -18% | 5 | 1% | -1% | 3% | 7%
O=c1oc2ccccc2c(N2CCCCC2)c1CN1CCCC1
    8% | -14% | -10 | -3% | 5% | -14% | ?
CCCN(CCC)C(=O)Cn1c(=O)n(Cc2ccc(C(=O)NCCc3ccc(Cl)cc3)cc2)c(=O)c2ccccc21
    . | . | 13 | -8% | . | -7% | 3%
O=C1CSC(=S)N1/N=C/c1ccc(O)c([N+](=O)[O-])c1
    14% | -44% | . | ? | 25µM* | 3.5µM* | 8%

Not a hit list. About 7.4% of those tested had a hit in this group.
